Pol beta inh – qHTS Assay for Inhibitors of DNA Polymerase Beta; P06746; Pol beta primer extension/strand displacement, fluorescence kinetic; Potency, µM (doses to about 114 µM), for the others: at the highest dose activity change, negative = inhibition, usual class: inhibitors; 1.3% of 340,000 active; also: % is scaled to controls: 0 for no effect and ±100 for the full control effect
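Preincubation: enzyme (10 nM) with compound, 15 min, RT. Reaction: substrate added to 50 nM final. Reads: 0 and 10 min. Analysis: normalized, Hill fit.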
G9a inh – qHTS Assay for Inhibitors of Histone Lysine Methyltransferase G9a; Histone-lysine N-methyltransferase EHMT2 (Homo sapiens), Q96KQ7; G9a H3K9 monomethylation, AlphaScreen, 2 h; Potency, µM (top dose mostly 102 µM), inactives show at the top dose activity, negative = inhibition, most hits filed as inhibitors; 8.8% of 350,000 active; AID 504332, 2011; also: % is scaled to controls: 0 for no effect and ±100 for the full control effect; nearly all actives have a fitted effect of over 75% in size
Target sequence (Q96KQ7 913-1193 limits assumed): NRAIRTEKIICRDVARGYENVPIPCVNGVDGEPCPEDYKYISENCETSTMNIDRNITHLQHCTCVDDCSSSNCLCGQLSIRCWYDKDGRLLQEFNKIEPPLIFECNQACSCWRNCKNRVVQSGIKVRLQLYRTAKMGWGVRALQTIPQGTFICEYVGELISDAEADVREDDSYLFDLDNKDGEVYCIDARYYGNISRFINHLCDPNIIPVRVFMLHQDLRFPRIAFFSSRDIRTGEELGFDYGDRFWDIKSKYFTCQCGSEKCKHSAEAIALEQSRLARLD
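G9a (20 nM) preincubated 15 min RT with compounds, then 500 nM biotinylated H3K9 peptide and 20 uM SAM added; 2 h RT reaction. Monomethyl-H3K9 product detected by AlphaScreen with anti-H3K9me1 antibody, streptavidin donor and anti-rabbit IgG acceptor beads.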
POLH inh – qHTS for Inhibitors of Polymerase Eta; DNA polymerase eta (Homo sapiens), Q9Y253; recombinant Pol eta, fluorescent DNA replication assay; Potency, µM (titrated, usually from 114 µM), without a hit: at the top dose activity change, negative = inhibition, actives largely listed as inhibitors; 1.2% of 390,000 active; also: % is scaled to controls: 0 for no effect and ±100 for the full control effect
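Fluorescent replication assay: 50 nM final substrate added after a 15 min room-temperature compound preincubation with 10 nM enzyme. Signal taken at 0 min and again at 10 min.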
Apoferritin bind – qHTS Assay for Identification of Novel General Anesthetics. Ferritin light chain (Equus caballus), P02791. apoferritin/1-aminoanthracene competitive binding, fluorescence. Potency, µM (doses to about 77.5 µM), for the others: top-dose activity change, negative = displacement, most hits filed as inhibitors. 0.074% of 350,000 active. AID 485281, 2010; also: % is scaled to controls: 0 for no effect and ±100 for the full control effect; nearly all actives have a fitted effect of over 20% in size
Target sequence (P02791 2-175 limits assumed): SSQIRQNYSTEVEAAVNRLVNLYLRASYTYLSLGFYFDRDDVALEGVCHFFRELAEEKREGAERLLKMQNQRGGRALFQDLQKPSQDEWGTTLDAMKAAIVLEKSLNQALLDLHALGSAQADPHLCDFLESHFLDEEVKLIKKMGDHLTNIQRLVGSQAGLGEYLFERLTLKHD
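Horse-spleen apoferritin (10 uM) was mixed with 50% saturated 1-aminoanthracene in PBS, exposed to compounds for 10 min at room temperature, and read for fluorescence (ex 380 nm, em 535 nm). Competitive displacement was fitted with a four-parameter Hill equation.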
POLK inh – qHTS for Inhibitors of Polymerase Kappa | DNA polymerase kappa (Homo sapiens), Q9UBT6 | purified Pol kappa, fluorescent DNA synthesis assay, 10 min | Potency, µM (doses to about 107 µM), for inactives: at the highest dose activity, negative = inhibition, hits mostly inhibitors | 0.53% of 400,000 active; also: % is scaled to controls: 0 for no effect and ±100 for the full control effect
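Activity was followed as the change in fluorescence between reads at 0 and 10 min after starting the reaction with 50 nM substrate. Beforehand, 10 nM polymerase had been preincubated with compound for 15 min at room temperature.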
BAZ2B block – qHTS Assay for Inhibitors of BAZ2B; AlphaScreen BAZ2B-H3K14Ac peptide displacement; 4.4% of 360,000 active; AID 504333, 2011; Potency, µM (titrated, usually from 114 µM), inactives show at the highest dose activity change, negative = inhibition, most hits filed as inhibitors; Bromodomain adjacent to zinc finger domain protein 2B (Homo sapiens), Q9UIF8; also: % is scaled to controls: 0 for no effect and ±100 for the full control effect; nearly all actives have a fitted effect of over 60% in size
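AlphaScreen displacement: compounds (up to 110uM) incubated 30 min at room temperature with a preformed 50 nM BAZ2B/50 nM biotinylated H3K14Ac peptide complex in PBS pH 7.4 with Tween-20. Donor and acceptor beads at 10 ug/mL final added, 20 min light-protected before reading.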
APE1 inh – qHTS Assay for Inhibitors of the Human Apurinic/apyrimidinic Endonuclease 1 (APE1) | AID 2517, 2012 | Potency, µM (highest dose often 65.8 µM), without a hit: top-dose activity change, negative = inhibition, most hits filed as inhibitors | recombinant APE1, TAMRA/BHQ-2 abasic DNA cleavage fluorescence | DNA repair nuclease/redox regulator APEX1 (Homo sapiens), P27695 | 0.35% of 350,000 active;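 also: plate controls were vehicle for no effect and reference inhibitor for full effect; nearly all actives have a fitted effect of over 55% in size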
Target sequence (P27695 whole entry, looked up): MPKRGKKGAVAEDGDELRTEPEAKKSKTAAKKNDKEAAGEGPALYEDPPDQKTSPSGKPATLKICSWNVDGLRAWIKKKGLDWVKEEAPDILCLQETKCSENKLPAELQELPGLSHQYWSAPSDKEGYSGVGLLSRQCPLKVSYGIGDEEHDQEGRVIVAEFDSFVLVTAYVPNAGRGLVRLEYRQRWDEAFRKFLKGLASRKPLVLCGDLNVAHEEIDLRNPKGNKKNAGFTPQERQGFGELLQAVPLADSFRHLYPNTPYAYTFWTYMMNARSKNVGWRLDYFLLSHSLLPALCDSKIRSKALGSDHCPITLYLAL
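Quantitative HTS: incision of a TAMRA/BHQ-2 double-stranded substrate bearing a tetrahydrofuran abasic site by 0.75 nM APE1 raises fluorescence. Substrate 50 nM final, added after 15 min compound preincubation at room temperature; progress as third-minus-first kinetic read difference.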
POLI inh – qHTS for Inhibitors of Polymerase Iota | Pol iota fluorescent replication assay, 10 min | Potency, µM (series often up to 115 µM), without a hit: at the top dose activity, negative = inhibition, hits mostly inhibitors | 1% of 390,000 active | DNA polymerase iota (Homo sapiens), Q9UNA4
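Pol iota at 10 nM preincubated 15 min with compounds at room temperature; reaction started with fluorescent substrate, 50 nM final. Fluorescence read kinetically at 0 and 10 min; buffer-only wells as negative control.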
BLM helicase inh – qHTS Assay for Inhibitors of Bloom's syndrome helicase (BLM). recombinant BLM DNA unwinding, fluorescence dequenching. Potency, µM (titrated, usually from 56.1 µM), for the others: top-dose activity change, negative = inhibition, most hits filed as inhibitors. 0.2% of 350,000 active. AID 2528, 2010;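 also: plate controls were vehicle for no effect and no enzyme for full effect; nearly all actives have a fitted effect of over 35% in size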
An asterisk follows results filed as active; ? = inconclusive; . = no result given; [ ] = another dose, or the depositor's remark. Calls follow the shape of the dose curve; as a rule, active = well fitted curve in the direction sought with a large enough effect; inconclusive = small, poorly fitted or top-dose-only effect, or another doubt; inactive = no such curve, though single readings can be large; an effect the other way counts as inactive or inconclusive. Potency is read from the fitted curve at half-maximal effect. Not all compounds are listed, so the mix of outcomes need not match the whole.

| SMILES | Pol beta inh | G9a inh | POLH inh | Apoferritin bind | POLK inh | BAZ2B block | APE1 inh | POLI inh | BLM helicase inh |
| --- | --- | --- | --- | --- | --- | --- | --- | --- | --- |
| O=C(O)CCn1cc(C=C2C(=O)NC(=S)NC2=O)c(-c2ccccc2)n1 | 13% | . | -13% | -11% | -2% | 79µM* | 5% | 71%[activator] | 5% |
| O=C(Nc1ccc(Br)cc1C(=O)c1ccccc1)c1ccccc1 | 4% | 2%[59 µM] | -12% | -8% | -1% | 4% | . | 11% | -7% |
| CNC(=O)O/N=C(/C)SC | . | . | . | 5% | -5%[60.1 µM] | . | 1% | . | 0% |
| CC(=NCC1CCCO1)c1c(O)n(-c2ccc(Cl)cc2)c(=O)[nH]c1=O (configuration not stated) | 7% | 18%[59 µM] | -17% | -9% | 2% | 7% | 2% | -4% | -1% |
| CCOP(=O)(OCC)C(O)c1ccc(OC)cc1OC (configuration not stated) | 13% | 7%[59 µM] | -11% | -7% | 0% | 6% | 7% | 38% | 1% |
| O=C1c2cccc3cc([N+](=O)[O-])cc(c23)C(=O)N1c1ccccc1O | -1% | 16%[12.7 µM] | -18% | ? | -12% | ? | 5% | 95%[activator] | -3% |
| Ic1c(C2=CCCCC2)[se]c2ccccc12 | . | 19% | . | -5%[110 µM] | -15%[60.1 µM] | . | -2% | . | -3%[75.6 µM] |
| CN1CCN(c2cc(N3CCNCC3)ccc2[N+](=O)[O-])CC1 | 0% | -17%[59 µM] | -3% | -3% | -7% | -3% | 3% | 3% | 32%[activator] |
| N#Cc1ccc(NC(=O)CCNC(=O)c2ccco2)cc1Cl | -3% | 24% | -18% | -2% | -1% | 2% | 16% | 7% | -7% |
| CCC(C(=O)N1C[C@H]2C[C@@H](C1)c1cccc(=O)n1C2)c1ccccc1 (some centres not stated) | 2% | 14%[12.7 µM] | -9% | -3% | 18% | -3% | 7% | 14% | 0% |
| Cc1oc(-c2ccccc2)nc1CN1C(=O)C(C)N=C(c2ccccc2F)c2cc(Cl)ccc21 (configuration not stated) | ? | ? | -16% | -1% | 5% | ? | ? | 9% | -7% |
| CN(C)C1(c2nnnn2CCOC(=O)Nc2ccc(Cl)cc2)CCCCC1 | 23% | -1%[59 µM] | ? | -14% | -6% | 9% | 6% | -7% | -11% |
| Nc1c([N+](=O)[O-])ccc(Oc2ccccc2)c1Cl | . | . | . | -24% | 2%[60.1 µM] | . | -2% | . | -6% |
| CC1O[C@@H](OC2CC(O)[C@@]3(CO)C4C(O)C[C@@]5(C)C(C6=CC(=O)OC6)CC[C@]5(O)C4CC[C@]3(O)C2)C(O)C(O)C1O (some centres not stated) | . | -27%[2.33 µM] | . | -5% | 2%[60.1 µM] | . | 0% | . | -6% |
| CCOc1ccc(NCc2cccn2-c2nnc(N3CCC(C(=O)NC(C)c4ccccc4)CC3)s2)cc1 (configuration not stated) | -5% | ? | . | 10% | -24% | -28% | . | -3% | -6% |
| Cn1nc(C(F)(F)F)c(-c2ccccc2)c1N | 36%[activator] | . | -8% | 0% | -4% | 3% | -2% | -7% | -5% |
| O=c1cc(CN2CC=C(c3ccccc3)CC2)c2c(ccc3ccccc32)o1 | -8% | -3%[59 µM] | -15% | -7% | 0% | -4% | 0% | -6% | -2% |
| Cc1ccc(-n2c(/C=C/c3ccccc3)nc3ccccc3c2=O)cc1C | -20% | -5%[59 µM] | -8% | ? | -6%[60.1 µM] | -2% | . | 3% | -1% |
| COc1ccc(/C=N/N=C(/N)N[N+](=O)[O-])c(OC)c1 | -3% | 19%[59 µM] | -8% | -19% | -14% | -1% | 3% | 4% | 1% |
| OC1(c2ccccc2F)CC2CCC(C1)N2CCN1CCOCC1 (configuration not stated) | 34% | 1%[59 µM] | -14% | -4% | -10% | 10% | 16% | -21% | -2% |
| CCOc1ccc(N=C2SCCCN2C)cc1 | -27% | 3.5µM* | -1% | 6% | 0% | -4% | -1% | 2% | 2% |
| CC1=Nc2ccccc2/C1=C/c1c(O)n(C)c(=O)[nH]c1=O | 19% | . | -17% | -6% | -5% | -4% | 3% | 171%[activator] | -6% |
| CCN(CC)C(=O)N[C@H]1C=C2c3cccc4[nH]cc(c34)C[C@@H]2N(C)C1 | . | ? | . | 7%[29.3 µM] | -16%[12 µM] | . | 3%[21 µM] | . | -10%[21.4 µM] |
| COc1ccc(CCN2CCC(CNC(=O)c3cnn(-c4ccc(C)cc4)c3C3CCN(C(=O)OC(C)(C)C)CC3)CC2)cc1 | 16% | -20%[59 µM] | -17% | 42%[activator] | -2% | ? | . | -14% | -4% |
| C[C@@H]1O[C@@H](O[C@H]2C[C@@H](O)[C@]3(CO)[C@H]4[C@H](O)C[C@]5(C)[C@@H]([C@@H]6COC(=O)C6)CC[C@]5(O)[C@@H]4CC[C@]3(O)C2)[C@H](O)[C@H](O)[C@H]1O | 9%[57.1 µM] | 23%[12.7 µM] | 2%[57.1 µM] | . | . | . | -1% | -1%[58.9 µM] | . |
| CC1=C2C(=O)C3C(CC=C4CC(O)CCC43C)C2CCC12OC1CC(C)CNC1C2C (configuration not stated) | 0% | 15% | -6% | -5% | -1% | 0% | 32% | 48%[activator] | -5% |
| CCCC1=Nc2cc(C(=O)NC3CCC(C)CC3)ccc2Sc2ccccc21 (configuration not stated) | 6% | -7%[59 µM] | -30% | -11% | -2% | -10% | . | -1% | -10% |
| COc1ccc(C(CC(=O)N2CCC3(CC2)OCCO3)NS(=O)(=O)c2ccc(C)cc2)cc1 (configuration not stated) | 0% | 0%[59 µM] | -14% | 4% | -9% | -5% | -1% | 3% | 3% |
| CCOC(=O)CNC(=O)CNC(=O)C(Cc1ccc(N(CCCl)CCCl)cc1)NC(C)=O (configuration not stated) | 3% | ? | -6% | -3% | 8% | 2% | 2% | 20% | -5% |
| CC(=O)c1ccc(OC(=O)N(C)c2ccccc2)cc1 | 23% | ? | -2% | -12% | -16% | -7% | -2% | 34%[activator] | 2% |
| O=C(CCl)NN=C(c1ccccc1)c1ccccc1 | 4% | ? | -9% | -19% | 8% | -21% | 1% | 11% | 0% |
| Cc1cccc(-n2c(O)c(C=NCCCN3CCOCC3)c(=O)[nH]c2=O)c1C | 16% | -40%[12.7 µM] | -2% | -6% | -15% | -1% | 1% | 8% | 0% |
| O=C(Cc1ccccc1)N1CCN(C2CCCC2)CC1 | 20% | -31%[2.33 µM] | 5% | -6% | -2% | ? | -6% | 5% | 2% |
| O=C(CN1CCN(Cc2ccc(Cl)cc2)C1=O)N1CCC2(CC1)OCCO2 | 0% | -7%[59 µM] | -14% | -6% | -2% | -1% | -2% | 5% | 0% |
| CC(C)N1C(=O)CCC1C(=O)N1CCC2(CC1)OCCO2 (configuration not stated) | 18% | 20%[59 µM] | -12% | -8% | -1% | 10% | -2% | 7% | -1% |
| COc1ccc(OC)c(CN2CCCC(C(=O)c3sccc3C)C2)c1 (configuration not stated) | 28% | 17%[59 µM] | -23% | -10% | -9% | ? | 13% | 29% | 2% |
| C[C@]12CCC3C(CC[C@H]4C[C@H](O)CC[C@]34C)[C@@H]1CC[C@@H]2C(=O)CO (some centres not stated) | . | 31%[59 µM] | . | -17% | 4%[19.4 µM] | . | 4% | . | . |

Copied from the list.
For Pol beta inh, O=C(CCl)NN=C(c1ccccc1)c1ccccc1 is entered as 4%
For POLH inh, O=C(CN1CCN(Cc2ccc(Cl)cc2)C1=O)N1CCC2(CC1)OCCO2 is entered as -14%

Quoted at random: seven compounds from above.
| SMILES | Pol beta inh | G9a inh | POLH inh | Apoferritin bind | POLK inh | BAZ2B block | APE1 inh | POLI inh | BLM helicase inh |
| --- | --- | --- | --- | --- | --- | --- | --- | --- | --- |
| CCCC1=Nc2cc(C(=O)NC3CCC(C)CC3)ccc2Sc2ccccc21 (configuration not stated) | 6% | -7%[59 µM] | -30% | -11% | -2% | -10% | . | -1% | -10% |
| O=C(CN1CCN(Cc2ccc(Cl)cc2)C1=O)N1CCC2(CC1)OCCO2 | 0% | -7%[59 µM] | -14% | -6% | -2% | -1% | -2% | 5% | 0% |
| CCOC(=O)CNC(=O)CNC(=O)C(Cc1ccc(N(CCCl)CCCl)cc1)NC(C)=O (configuration not stated) | 3% | ? | -6% | -3% | 8% | 2% | 2% | 20% | -5% |
| COc1ccc(OC)c(CN2CCCC(C(=O)c3sccc3C)C2)c1 (configuration not stated) | 28% | 17%[59 µM] | -23% | -10% | -9% | ? | 13% | 29% | 2% |
| CC(=O)c1ccc(OC(=O)N(C)c2ccccc2)cc1 | 23% | ? | -2% | -12% | -16% | -7% | -2% | 34%[activator] | 2% |
| CC(C)N1C(=O)CCC1C(=O)N1CCC2(CC1)OCCO2 (configuration not stated) | 18% | 20%[59 µM] | -12% | -8% | -1% | 10% | -2% | 7% | -1% |
| COc1ccc(C(CC(=O)N2CCC3(CC2)OCCO3)NS(=O)(=O)c2ccc(C)cc2)cc1 (configuration not stated) | 0% | 0%[59 µM] | -14% | 4% | -9% | -5% | -1% | 3% | 3% |
